CHX counter: counter-screen for Shiga toxin inhibitors: cycloheximide protein synthesis inhibition; max response, %; actives 12% (n = 300,000); cell reporter, cycloheximide protein synthesis inhibition counterscreen; in the data active = max response mostly above about 13%, no sharp cut-off; inactive = mostly below about 14%; also: read at 38.3 µM for the half of the compounds with a filed dose; 0% is about no effect
Pf growth 48h: P. falciparum growth inhibition at 48 hours (one generation) | Potency, µM (doses to about 28.7 µM), for inactives: top-dose activity change, negative = inhibition, usual class: inhibitors | AID 504832 | actives 5.9% (n = 310,000) | P. falciparum luciferase growth in erythrocytes, 48 h; also: potency is read from the fitted curve at half-maximal effect; % is scaled to controls: 0 for no effect and ±100 for the full control effect
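Growth was read as firefly luciferase luminescence after a 48 h, 37 C, 5% CO2 exposure of compounds to reporter-bearing P. falciparum cultures (0.1% parasitemia, 2% hematocrit final) in Albumax-supplemented RPMI 1640.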
Tb PYK inh: blocks Trypanosoma brucei pyruvate kinase; Q57TT1; TbPYK enzyme, Kinase-Glo Plus ATP luminescence, 45 min; Potency, µM (doses to about 76.8 µM), without a hit: at the highest dose activity, negative = inhibition, usual class: inhibitors; actives 0.12% (n = 410,000); AID 624173; also: potency is read from the fitted curve at half-maximal effect; % is scaled to controls: 0 for no effect and ±100 for the full control effect; nearly all actives have a fitted effect of over 50% in size
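T. brucei PYK with substrate was exposed to pin-transferred compounds across a concentration series, then started with 130 uM ADP (final). After 45 min at room temperature, Kinase-Glo Plus luminescence was read, normalized and curve-fitted.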
LmPK inh: inhibitors of Leishmania mexicana pyruvate kinase; actives 0.37% (n = 290,000); AID 1721; Potency, µM (highest dose often 57.5 µM), without a hit: top-dose activity change, negative = inhibition, usual class: inhibitors; purified LmPK, Kinase-Glo ATP luminescence, 1 h; Q27686; also: potency is read from the fitted curve at half-maximal effect; % is scaled to controls: 0 for no effect and ±100 for the full control effect
Target sequence (Q27686 whole entry, looked up): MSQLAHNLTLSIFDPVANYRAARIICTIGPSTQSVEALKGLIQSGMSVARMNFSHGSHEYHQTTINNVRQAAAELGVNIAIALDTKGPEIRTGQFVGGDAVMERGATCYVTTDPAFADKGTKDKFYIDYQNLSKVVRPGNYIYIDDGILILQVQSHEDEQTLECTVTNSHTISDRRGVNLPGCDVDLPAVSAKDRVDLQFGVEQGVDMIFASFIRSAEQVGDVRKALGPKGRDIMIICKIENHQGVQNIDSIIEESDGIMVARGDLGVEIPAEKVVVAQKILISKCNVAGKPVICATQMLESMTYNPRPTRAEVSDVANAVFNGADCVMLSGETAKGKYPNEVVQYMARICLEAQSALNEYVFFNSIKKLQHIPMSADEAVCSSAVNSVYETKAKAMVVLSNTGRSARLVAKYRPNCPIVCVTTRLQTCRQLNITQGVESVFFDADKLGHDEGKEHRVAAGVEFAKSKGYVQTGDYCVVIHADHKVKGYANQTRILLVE
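In 50 mM imidazole pH 7.2 with 7 mM MgCl2, LmPK (0.1 nM) turned over PEP (0.5 mM) and ADP (0.1 mM) for 1 h at room temperature. Luciferase read-out of ATP.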
Shiga toxin inh: inhibitors of Shiga toxin in Vero cells | AID 2315 | actives 9.2% (n = 290,000) | inhibition, % at 38.7 µM | Vero cells, Shiga toxin protein synthesis inhibition reporter; in the data active = inhibition mostly above about 28%, no sharp cut-off; inactive = mostly below about 43%; also: 0% is about no effect
AmpC no deterg: blocks E. coli AmpC beta-lactamase in detergent-free assay. actives 0.52% (n = 330,000). Potency, µM (highest dose often 57.1 µM), for inactives: top-dose activity change, negative = inhibition, hits mostly inhibitors. AID 485341. AmpC nitrocefin hydrolysis, absorbance 480 nm, 0.0001% Triton. P00811;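 also: potency is read from the fitted curve at half-maximal effect; plate controls were no compound for no effect and no enzyme for full effect; nearly all actives have a fitted effect of over 20% in size; some results filed as inactive show a strong effect at the top dose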
Target sequence (P00811 whole entry, looked up): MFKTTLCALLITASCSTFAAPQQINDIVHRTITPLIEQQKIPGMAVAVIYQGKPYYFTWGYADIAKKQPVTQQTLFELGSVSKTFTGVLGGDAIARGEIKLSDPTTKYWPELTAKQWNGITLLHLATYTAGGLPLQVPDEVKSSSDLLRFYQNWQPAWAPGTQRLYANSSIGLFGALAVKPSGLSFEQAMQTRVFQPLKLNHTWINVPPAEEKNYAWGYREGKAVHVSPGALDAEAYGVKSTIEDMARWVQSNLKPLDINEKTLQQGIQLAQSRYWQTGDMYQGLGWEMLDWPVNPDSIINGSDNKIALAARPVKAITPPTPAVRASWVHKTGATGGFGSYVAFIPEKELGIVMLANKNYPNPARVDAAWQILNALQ
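AmpC (5.3 nM in the dispensed reagent) in 20 mM phosphate pH 7.0 with 0.01% (detergent screen) or 0.0001% Triton X-100 was preincubated with compounds for 15 min at room temperature. Nitrocefin was then added from an 800 uM solution, and hydrolysis was followed at 480 nm.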
Pf growth 96h: P. falciparum growth inhibition at 96 hour, primary screen for plastid delayed-death inhibitors; AID 504834; P. falciparum luciferase reporter growth, 96 h; Potency, µM (titrated, usually from 28.7 µM), for the others: at the highest dose activity change, negative = inhibition, hits mostly inhibitors; actives 6.9% (n = 320,000); also: potency is read from the fitted curve at half-maximal effect; % is scaled to controls: 0 for no effect and ±100 for the full control effect
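Readout is luminescence from an integrated firefly luciferase in P. falciparum. Red cells, 2% hematocrit and 0.05% parasitemia final, were cultured with compound through two parasite generations (96 hours) at 37 C, 5% CO2.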
The depositor's hits bear a star; u = inconclusive; x = not tested or not shown; & = joins results of further samples; [ ] = another dose, or the depositor's remark. Unless noted, calls follow the shape of the dose curve; as a rule, active = well fitted curve in the direction sought with a large enough effect; inconclusive = small, poorly fitted or top-dose-only effect, or another doubt; inactive = no such curve, though single readings can be large; an effect the other way counts as inactive or inconclusive. Hits appear at their usual frequency. About 22% of those tested had a hit in this group.

Fields: CHX counter	Pf growth 48h	Tb PYK inh	LmPK inh	Shiga toxin inh	AmpC no deterg	Pf growth 96h
#1 Nc1nonc1-n1nnc(C(=O)N/N=C/c2ccncc2)c1-c1cccs1
  -1	-3%	1%	1%	-5	-10%	-13%
#2 O=C(CCN1C(=O)c2ccccc2S1(=O)=O)Nc1ccc(F)cc1F
  6	26%	-7%	3%	-8	-8%	-10%
#3 Cc1ccc(S(=O)(=O)Nc2cnc3ccccc3c2)cc1
  -2	5%	-2%	12%	-5	-25%	u
#4 COc1cc(NC(=S)NC(=O)C(C)C)ccc1NC(=O)c1cc2ccccc2o1
  -1	23%	0%	1%	-12	-3%[2.29 µM]	1%
#5 Cc1ccc(SC2CC(=O)N(c3ccc4c(c3)OCCO4)C2=O)cc1 (stereo not drawn)
  1	22%	-20%	6%	7	-4%[2.29 µM]	-32%[5.75 µM]
#6 COc1ccc(-n2ccnc2SCC(=O)NCc2ccco2)c(OC)c1
  10	5%	-5%	-1%	14	-11%	14%
#7 COc1cccc(NC(=S)NC(=O)/C=C/c2ccc(F)cc2)c1
  8	4%	5%	4%	x	-38%	-27%
#8 CC(C)C(NC(=O)C1CCCCC1)C(=O)N1CCN(c2ccc(F)cc2)CC1 (stereo not drawn)
  -5	-21%	5%	1%	-5	0%	3%
#9 CCN1CCN(C(=O)c2ccccc2N(Cc2ccccc2)S(C)(=O)=O)CC1
  3	x	3%	-3%	-11	-3%	2%
#10 O=C(O)CCC/C=C\C[C@@H]1[C@@H](/C=C/[C@@H](O)COc2cccc(Cl)c2)[C@H](O)C[C@@H]1O
  -1&-3&-3	-19%&-10%	-6%&1%	1%	13&-4&-6	-23%	u
#11 COc1ccccc1NC(=O)c1ccccc1NS(C)(=O)=O
  -3	-9%	-8%	5%	-4	-2%	-8%
#12 O=C1c2ccccc2C(Nc2ccc(Cl)cn2)N1c1cccnc1 (stereo not drawn)
  -6	x	2%	3%	-10	-18%	-5%
#13 Cc1ccc(OCCSc2nc3ccccc3n2CC(=O)O)cc1
  1	0%	2%	4%	2	-24%	100%[activator]
#14 Cc1ccc(-n2c(SCC(=O)OC(C)C)nnc2-c2ccncc2)cc1
  2	u	-18%	1%	-2	15%	20%
#15 COc1cccc(NC(=O)CN(C)C(=O)C(CCSC)NC(=O)c2ccco2)c1 (stereo not drawn)
  x	-23%	-9%	x	x	-12%	-18%
#16 CC(=O)c1ccc(NC(=S)N2CCCC(CO)C2)cc1 (stereo not drawn)
  38*	17%	1%	-4%	51*	-21%	63%[activator]
#17 Cc1ccc(C)c(Cn2c3ccccc3c3cnn(CC(=O)NCCCN4CCCCC4)c(=O)c32)c1
  -12	u	1%	-10%	-10	172%[activator]	-33%
#18 CC(=O)C1=C(O)C(=O)N(Cc2ccccc2)C1c1ccc(N(C)C)cc1 (stereo not drawn)
  2	9%	-7%	-10%	-18	-11%	u
#19 CCOc1ccc(NC(=O)c2nccnc2CO)cc1
  46*	59%[activator]	-8%	u	93*	0%	0%
#20 O=C(O)CCc1nc2ccccc2n(CCc2ccccc2)c1=O
  -3	14%	0%	-1%	4	-21%	6%
#21 O=C(C1CCC(=O)N(C2CC2)C1)N(CCO)Cc1ccccc1 (stereo not drawn)
  11	34%[activator]	-7%	5%	8	-14%	u
#22 CC(=O)Nc1ccc(S(=O)(=O)Nc2nnc(C(C)C)s2)cc1
  -2	18%	0%	4%	-4	-11%	x
#23 CCCc1c(C)nn(C(=O)/C(C#N)=N/Nc2ccccc2[N+](=O)[O-])c1C
  -7	9%	-5%	3%	1	-19%	u
#24 CCOC(=O)[C@H]1[C@H]2COc3ccc(Br)cc3[C@@H]2N2C(=O)c3cc(Br)ccc3NC(=O)[C@@]12C
  x	u	6%	x	x	-11%	8.3µM*
#25 Cc1cccc(-c2nc3c(c(SCC(=O)N(C)C)n2)CCCC3)c1
  -1	u	5%	5%	-6	4%	-29%
#26 COc1ccccc1N1CCN(C2CCCN(C(=O)CCn3cncn3)C2)CC1 (stereo not drawn)
  0	8%	1%	2%	-15	-4%	u
#27 COc1cccc(CN(C)CC(=O)Nc2ccccc2C(C)C)c1
  -3	u	-13%	1%	-3	20%	-12%
#28 CC1=C(C(=O)Nc2ccccc2)C(c2ccco2)NC(=S)N1 (stereo not drawn)
  -4	6%	0%	1%	-22	-35%	3%
#29 CCC(=O)NNc1ccc(Br)cc1
  -1	8%	-10%	-11%	24	-13%	45%[activator]
#30 Cc1ccc(C2(C)NC(=O)N(CC(=O)Nc3ccc4c(c3)OCO4)C2=O)cc1 (stereo not drawn)
  5	12%	3%	1%	-18	-23%	x

Four entries from above in another layout:
14: Cc1ccc(-n2c(SCC(=O)OC(C)C)nnc2-c2ccncc2)cc1
9: CCN1CCN(C(=O)c2ccccc2N(Cc2ccccc2)S(C)(=O)=O)CC1
19: CCOc1ccc(NC(=O)c2nccnc2CO)cc1
4: COc1cc(NC(=S)NC(=O)C(C)C)ccc1NC(=O)c1cc2ccccc2o1

assay / entry,14,9,19,4
CHX counter,2,3,46*,-1
Pf growth 48h,u,x,59%[activator],23%
Tb PYK inh,-18%,3%,-8%,0%
LmPK inh,1%,-3%,u,1%
Shiga toxin inh,-2,-11,93*,-12
AmpC no deterg,15%,-3%,0%,-3%[2.29 µM]
Pf growth 96h,20%,2%,0%,1%

More structures follow.
Fields: CHX counter	Pf growth 48h	Tb PYK inh	LmPK inh	Shiga toxin inh	AmpC no deterg	Pf growth 96h
#31 S=c1[nH]nc(-c2ccccc2)o1
  5	14%	-26%	-17%	29	-18%	-9%
#32 CCC(C)(C)n1nnnc1C(c1ccc(C)cc1)N1CCN(Cc2cccnc2)CC1 (stereo not drawn)
  -7	13µM*	2%	1%	-19	66%[activator]	-4%[5.75 µM]
#33 Cc1c(C(=O)N(C)CCC#N)oc2ccc(S(=O)(=O)N3CC(C)CC(C)C3)cc12 (stereo not drawn)
  -3	-23%	-17%	-3%	24	116%[activator]	24%
#34 CCOC(=O)C1=C(C)OC(N)=C(C#N)C1c1ccsc1 (stereo not drawn)
  -3	-9%	-4%	1%	61	-16%	-11%
#35 Cc1cccc(-c2nnc(NC(=O)c3ccc(N4C(=O)CCC4=O)cc3)s2)c1
  -3	u	0%	2%	-13	-18%	4.7µM*
#36 CCC(C)(C(=O)NC1CCCCC1)N(C(=O)c1ccccn1)c1ccccc1 (stereo not drawn)
  -1	x	1%	-3%	-16	2%	u
#37 O=C(N/N=C/c1coc2ccccc2c1=O)c1cccc([N+](=O)[O-])c1
  -2	-3%	3%	-2%	-3	-14%	5.9µM*
#38 COc1ccc(NS(=O)(=O)c2cccc(C(=O)N3CCCCCC3)c2)cc1
  x	-1%	-2%	x	x	-14%	1%
#39 Cc1ccc2c(c1)c1c(c(=O)n(-c3ccccc3)c(=O)n1CC(=O)NCC1CCCO1)n2C (stereo not drawn)
  2	-8%	0%&0%	-6%	-13	-7%	-32%
#40 CCOC(=O)c1cnc(SCCc2ccccc2)nc1N
  35*	98%[activator]	-4%	-3%	97*	-15%	3%
#41 COCCCN1C(=O)c2[nH]nc(-c3ccccc3O)c2C1c1ccc(Cl)cc1 (stereo not drawn)
  -2	u	-12%	0%	5	-2%	u
#42 COc1cc(NC(=S)N2CCN(C(=O)C3CCCO3)CC2)c(OC)cc1Cl (stereo not drawn)
  -3	8%	3%	-2%	-8	-13%	u
#43 O=C(Cn1nc(C(F)F)cc1C(F)F)NNC(=S)Nc1ccc([N+](=O)[O-])cc1
  6	13%	-22%	8%	-14	-34%	-7%
#44 CCCn1c(SC(C(=O)Nc2cccc(OC)c2)c2ccccc2)nc2ccccc2c1=O (stereo not drawn)
  -2	0%	-6%	4%	-15	3%	0%
#45 Cc1ccc(S(=O)(=O)N2CCC(C(=O)C3C(=O)CC(C)(C)CC3=O)CC2)cc1
  -3	10%	0%	0%	28	-6%	-5%
#46 CCOCCCNC(=O)C(c1ccc(Cl)cc1)N1CCN(c2ccccc2)CC1 (stereo not drawn)
  1	x	0%	1%	-13	24%	2%
#47 COP(=O)(/C=C(\Cl)c1ccccc1)/C=C(\Cl)c1ccccc1
  -2	x	-5%	0%	-7	58%	-3%
#48 O=C(CSc1nc2ccccc2[nH]1)Nc1cccc(S(=O)(=O)N2CCOCC2)c1
  -1	-26%	-4%	10%	-4	u	16%
#49 CSc1nnc(NC(=O)c2ccc(S(=O)(=O)N(C)C)cc2)s1
  25*	469%[activator]	-25%	u	28*	-20%	235%[activator]
#50 N=c1c(C(=O)NCC2CCCO2)cc2c(=O)n3ccccc3nc2n1Cc1ccco1 (stereo not drawn)
  -4	2%	2%	2%	-3	-4%	2%
#51 CCC(=O)c1ccc(NC(C)=O)cc1O
  2	u	2%	1%	22	-13%	34%[activator]
#52 O=C(NCc1ccncc1)C1CCCN1S(=O)(=O)c1ccc(Cl)cc1 (stereo not drawn)
  -1	25%	-3%	-5%	-7	-3%	12%
#53 C#CCSc1nnnn1-c1ccc(OCC)cc1
  0	35%[activator]	-12%	-1%	9	-27%	-1%
#54 COC(=O)c1ccc(COC(=O)CNC(=O)c2cccs2)cc1
  -1	14%	3%	-3%	-6	0%	8%
#55 COc1cc(OC)cc(N(C(=O)CNC(=O)c2cccs2)C(C(=O)NCC2CCCO2)c2ccc(OC)c(OC)c2)c1 (stereo not drawn)
  -1	u	1%	1%	-13	128%[activator]	u
#56 C/C(=N\Nc1nccnc1Cl)c1ccc(O)cc1
  26*	24%	2%	-7%	29*	-19%	7.4µM*
#57 CCOC(=O)c1c(NC(=O)CSc2cn(CC)c3ccccc23)sc2c1CCC2
  -1	u	0%	-4%	-9	-27%	u
#58 O=C(NCc1cccnc1)c1ccccc1CCc1ccccc1
  0	-7%	4%	0%	-2	-4%	19%[1.15 µM]
#59 O=C(CNCc1ccccn1)Nc1cc(S(=O)(=O)N2CCCCC2)ccc1Cl
  9	-6%	5%	3%[11.5 µM]	-3	4%	-4%
#60 Cc1csc(NC(=O)CS(=O)(=O)c2ccccc2)n1
  28*	20%[5.75 µM]	4%	0%	48*	-30%	u
#61 COc1nc(/C=C/N(C)C)c([N+](=O)[O-])c(OC)n1
  7	u	-4%	3%	32	1%	60%[activator]
#62 CC(C)Cc1nnc(NC(=O)CCC(=O)N2CCN(Cc3ccc(F)cc3)CC2)s1
  -6	11%	1%	3%	-11	130%[activator]	u
